# Assay outcomes deposited in PubChem BioAssay by Broad Institute.
# BL2 CD40 inh: CD40 pathway inhibition in BL2 cells | BL2 NF-kB luciferase reporter, CD40L-induced, 4 h | inhibition, % at 10 µM | actives 0.94% (n = 83,000);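 active means mean inhibition of at least 50% with a set share of replicates also reaching that level; inconclusive means no clear call, values can overlap the other calls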;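 further: 0% = neutral control wells and 100% = IKK inhibitor VII at 50 µM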
# * marks the source's active call; other numbers are inactive results; ? = inconclusive; & = joins results of further samples; [ ] = dose if it differs, or a comment. This is a subset; rates above refer to the full screens.
entry	SMILES	BL2 CD40 inh
1	Cc1noc(C)c1COc1ccccc1C(=O)N1CCN(S(=O)(=O)c2ccccc2F)CC1	5.1
2	O=C(NCc1ccncc1)c1ccc2nc(Cc3ccccc3F)oc2c1	-11.5
3	COCCSc1nnc(NC(=O)Cc2ccc(OC)c(OC)c2)s1	9.9
4	C[C@@H]1CN([C@H](C)CO)C(=O)CCCn2cc(nn2)CO[C@@H]1CN(C)C(=O)C1CCCCC1	-2.9
5	CC(C)c1cc(C(=O)O)c2cnn(C(C)C)c2n1	1.6
6	Cc1ccccc1C(=O)Nc1cccc(C(=O)N/N=C/c2ccccn2)c1	-38.9
7	CCN(CC)CCNc1ccc(CO)c2sc3ccccc3c(=O)c12	-48.6
8	O=C(C1CC1)N1CC[C@@H]2[C@H](CO)Nc3ccc(C4=CCCCC4)cc3[C@@H]21	16.4
9	O=C(c1ccc(N2CCCCC2)c([N+](=O)[O-])c1)N(c1ccccn1)c1ccccn1	9.8
10	CCOC(=O)N1C2c3ccccc3C(c3ccccc32)N1C(=O)OCC	-0.1
11	CC(=O)Nc1ccc(C#Cc2ccc(NC(C)=O)cc2)cc1	-51.0
12	Cc1n[nH]c(=O)c2c(NC(=O)CSc3ccccc3F)oc(C)c12	2.8
13	COc1cccc(CN2[C@@H]3CNC[C@H]2C3c2ccc(-c3ccc(C)cc3)cc2)c1 (stereo partly specified)	0.9
14	C[C@H]1CN([C@@H](C)CO)C(=O)c2ccccc2-c2ccccc2CO[C@H]1CN(C)C(=O)Nc1cccc(C(F)(F)F)c1	-8.4[25 µM]
15	COc1ccccc1N1CCN(C(=O)CSc2nnnn2C2CC2)CC1	-2.8
16	O=C(Nc1nc(-c2ccc3c(c2)OCO3)cs1)c1ccncc1	-14.6
17	C[C@H](CO)N1C[C@H](C)[C@H](CN(C)C(=O)[C@@H]2CCCN2C)OCc2ccccc2-c2c(n(C)c3ccccc23)C1=O	6.9[25 µM]
18	CN1CCN(C(=O)C[C@@H]2CC[C@@H]3[C@H](COc4ccc(NC(=O)C5CCCC5)cc4C(=O)N3C)O2)CC1	4.5
19	NC(N)=N/N=C/c1c(Cl)cccc1Cl	0.9&-4.2
20	CCCC#Cc1ccc([C@H]2[C@@H](CO)N3CCCCN(S(=O)(=O)Cc4ccccc4)C[C@H]23)cc1	16.4
21	C/C=C/c1ccc([C@H]2[C@@H](CO)N(C(=O)Cc3ccncc3)[C@@H]2CNC(C)=O)cc1	3.1
22	O=C(c1cn(Cc2ccccc2)nc1-c1ccccc1)N1CCN(c2ccccn2)CC1	14.2
23	O=C(Cc1ccc(S(=O)(=O)N2CCCC2)s1)Nc1nc2c(s1)CCCC2	-2.1
24	O=C(COc1coc(CN2CCN(c3ccccc3)CC2)cc1=O)Nc1ccccc1	12.9
25	Clc1cccc(-c2ccc3nccn3c2)c1Cl	-5.9
26	CC(=O)Nc1ccc(NC(=O)CC2SC(=O)N(CC(=O)c3ccccc3)C2=O)cc1 (stereo unspecified)	4.1
27	CC(=O)Nc1ccc(S(=O)(=O)NC2CC(=O)N(c3ccc(C)c(C)c3)C2)cc1 (stereo unspecified)	9.4
28	FC(F)(F)c1cccc(CN2[C@@H]3CNC[C@H]2[C@@H]3c2ccc(-c3cccnc3)cc2)c1	4.2[25 µM]
29	COc1ccccc1NC(=O)Cn1c(O)c(N=NC(=O)c2ccccc2O)c2ccccc21	-30.1
30	CCN1CCc2c(sc(N)c2C(N)=O)C1	16.9

# Down the list, from the results shown:
# BL2 CD40 inh, compounds 24–28, in order: 12.9, -5.9, 4.1, 9.4, 4.2[25 µM]

# Continued:
entry	SMILES	BL2 CD40 inh
31	CCCCCCCCN1C(=O)C(C(C)=O)=C(C)C1(C)O (stereo unspecified)	4.9[25 µM]
32	Cc1cc(C)c2c(N)c(C(=O)NC3CC3)sc2n1	-5.4
33	CCN(CC(=O)Nc1c(F)cccc1F)C(=O)c1ccc(-c2ccc(C(C)=O)cc2)o1	-15.2
34	Cc1ccccc1OCC(=O)OCC(=O)NC1CCCC(C)C1C (stereo unspecified)	2.7
35	C[C@H]1CN([C@@H](C)CO)C(=O)c2ccccc2-c2ccccc2CO[C@@H]1CN(C)C(=O)Nc1cccc(Cl)c1Cl	25.1[25 µM]
36	COCC(=O)N1[C@H](C(=O)N2CCN(C)CC2)[C@@H](CO)[C@@H]2Cn3c(ccc(C4=CCCCC4)c3=O)[C@@H]21	-4.5[25 µM]
37	CC(OC(=O)c1ccccc1OCc1ccc(Cl)cc1)C(N)=O (stereo unspecified)	8.0
38	c1cc2c3c(cccc3c1)NC(c1ccc3c(c1)OCO3)N2	-17.8
39	O=C(C1CCCC1)N1C[C@H]2[C@@H](c3ccccc31)[C@H](CO)N2C(=O)Cc1ccccn1	-4.9
40	CC(=O)c1ccc(Oc2cc(C)nc(-n3nc(C)cc3C)n2)cc1	-46.6

# Sorted by the number under BL2 CD40 inh (descending): 4 from the list above
entry	SMILES	BL2 CD40 inh
37	CC(OC(=O)c1ccccc1OCc1ccc(Cl)cc1)C(N)=O (stereo unspecified)	8.0
34	Cc1ccccc1OCC(=O)OCC(=O)NC1CCCC(C)C1C (stereo unspecified)	2.7
32	Cc1cc(C)c2c(N)c(C(=O)NC3CC3)sc2n1	-5.4
38	c1cc2c3c(cccc3c1)NC(c1ccc3c(c1)OCO3)N2	-17.8

# Continued:
entry	SMILES	BL2 CD40 inh
41	O=C(NCc1cccs1)c1nc(-c2cccs2)no1	-71.7
42	NC(=O)c1nccc2ccccc12	-8.9
43	c1cnc(N2CCN(Cc3ccc4c(c3)OCO4)CC2)cn1	10.5
44	O=C(O)Cc1ccc(O)cc1	-8.0
45	CCN(CC(=O)Nc1ccccc1OC)C(=O)c1ccc(NC(=O)c2cccs2)cc1	0.7
46	COc1ccc(Cl)cc1NC(=O)c1cccc(-n2cnnn2)c1	-5.4
47	CC(C)(C)OC(=O)N1CCN(c2ccc([N+](=O)[O-])cc2)CC1	-13.5
48	CN1C(=O)c2cc(NC(=O)Nc3ccccc3Cl)ccc2OC[C@H]2O[C@@H](CC(=O)NCCCN3CCOCC3)CC[C@@H]21	-0.9[25 µM]
49	Nc1ccccc1SCC(=O)Nc1nccs1	-7.1
50	O=C(NCc1ccco1)/C(=C\c1cccs1)NC(=O)c1cccs1	8.6
51	COc1ccc(OCCN2C(=O)NC(C)(c3ccc(C)cc3)C2=O)cc1 (stereo unspecified)	-3.0
52	CCn1cc(C2=NC(CCSC)CO2)c2ccccc21 (stereo unspecified)	-9.8
53	c1cc(-c2ccsc2)n2cnnc2c1	-8.9
54	O=C(OCC(=O)N1CCN(S(=O)(=O)c2ccccc2)CC1)c1ccc([N+](=O)[O-])o1	7.6
55	O=S(=O)(NCC(c1ccco1)N1CCc2ccccc2C1)c1ccc(Br)cc1 (stereo unspecified)	-29.0
56	CC(C)NC(=O)c1cc2c(C(F)(F)F)nn(C)c2s1	4.1
57	CC(=O)N[C@@H](Cc1c[nH]c2ccccc12)C(=O)OCC(=O)Nc1cc(C)on1	6.8
58	CN(C)Cc1cnc2ccc(Cl)cn12	8.6
59	C[C@@H]1CN([C@H](C)CO)C(=O)c2c(c3ccccc3n2C)-c2ccccc2CO[C@H]1CN(C)Cc1cccnc1	9.0[25 µM]
60	CCOC(=O)c1cnc(SCC(=O)OCC(=O)NC2CCS(=O)(=O)C2)nc1N (stereo unspecified)	5.1
61	CCOC(=O)CN(C)C(=O)CCc1nnc(-c2ccsc2)o1	-17.0
62	O=C(Nc1nnc(S(=O)(=O)N2CCOCC2)s1)c1ccccc1	-27.0
63	CCc1nc2ccccc2c(C(=O)OCC(=O)NC2CCCC2)c1C	-0.3
64	CC(C)Cn1c(N)c(C(=O)COC(=O)c2cccc(F)c2)c(=O)n(C)c1=O	6.0
65	CC(=NNC(=O)CSCC(=O)NN=C(C)c1ccccc1)c1ccccc1	1.4
66	COc1ccc(/C=C/C(=O)NCCN2CCOCC2)cc1OC	2.5
67	Cc1cc(N2CC(=O)N(CCc3ccccc3)C(=O)C2)n2ncnc2n1	9.0
68	CS(=O)(=O)N1CCCCN2[C@H](CO)[C@@H](c3ccc(Br)cc3)[C@@H]2C1	5.8[25 µM]
69	NC(N)=N/N=C/c1ccc(Cl)c(Cl)c1	-5.6
70	NC(=O)c1ccsc1NC(=O)COC(=O)c1cccnc1Cl	2.0
71	Cc1ccc(C(=O)N2CC=C(c3ccccc3)CC2)s1	-4.7
72	O=C1N(Cc2cccc(Cl)c2)C[C@@H]2C[C@@H](c3ccc4nonc4c3)N3CCC[C@@]123	16.3
73	CC(C)CC#Cc1ccc([C@H]2[C@@H](CO)N3C(=O)CN(S(=O)(=O)c4cccc(F)c4)C[C@H]23)cc1	26.7[25 µM]
74	O=C(C[C@@H]1CC[C@H]2[C@@H](COC[C@@H](O)CN2C(=O)c2cc(Cl)cc(Cl)c2)O1)N1CCc2ccccc2C1	24.2[25 µM]
75	CSc1ccc(C2C(C#N)=C(N)Oc3cc4c(cc32)OCO4)cc1 (stereo unspecified)	3.3
76	COc1ccc(CCNC(=O)CSc2nnc3ccc(-c4ccccn4)nn23)cc1OC	-2.7
77	CC(C)c1ccc(N(CC(=O)O)S(=O)(=O)c2cccnc2)cc1	4.1
78	CCCC#Cc1cnc2c(c1)C(=O)N([C@@H](C)CO)C[C@@H](C)[C@H](CN(C)C(=O)Cc1ccncc1)O2	8.5[25 µM]
79	Cc1cn(CCC(=O)Nc2ccccc2N2CCOCC2)c2ccccc12	-88.9
80	CCCCNC(=O)c1nc2ncc(Br)cn2n1	2.3
81	Cn1c(=O)c2c(nc(NCc3ccc4c(c3)OCO4)n2C)n(C)c1=O	4.3
82	O=C1c2ccccc2-c2nc3ccccc3cc21	-83.9
83	COC(=O)c1ccccc1NC(=O)C1CC(=O)N(c2ccccc2)C1 (stereo unspecified)	17.3
84	O=C(CCc1nnc(Cc2ccc(-c3ccccc3)cc2)o1)NCCc1cccnc1	3.8
85	CC(C)OC(=O)/C(=C\c1cccnc1)NC(=O)c1ccccc1	-0.6
86	CC(C)Sc1nc(N2CCOCC2)c2c3c(sc2n1)COC(C)(C)C3	13.8
87	CCCNC(=O)N(C)C[C@@H]1Oc2cc(-c3ccccc3)ccc2S(=O)(=O)N([C@H](C)CO)C[C@H]1C	5.5[25 µM]
88	O=S(=O)(NCc1cccnc1)c1cccc2nsnc12	12.2
89	CN(C)c1ccc(C(=O)NCC(c2cccs2)N2CCOCC2)cc1[N+](=O)[O-] (stereo unspecified)	-2.3
90	Cc1nn(C)c(Cl)c1C(=O)NCC(=O)NCc1ccccc1	13.8

# 2 of the compounds above, with each value named:
(88) O=S(=O)(NCc1cccnc1)c1cccc2nsnc12
- BL2 CD40 inh: 12.2
(89) CN(C)c1ccc(C(=O)NCC(c2cccs2)N2CCOCC2)cc1[N+](=O)[O-] (stereo unspecified)
- BL2 CD40 inh: -2.3

# (further entries)
entry	SMILES	BL2 CD40 inh
91	Cc1cccnc1NC(=O)c1cccc(S(=O)(=O)N2CCN(c3ccccc3)CC2)c1	3.8
92	O=C(CN1CCCCCCC1)NC(=O)NC1CCCCC1	-18.3
93	O=C(Nc1ccc(F)cc1)N1CC(=O)N2[C@@H](CO)[C@@H](c3ccc(C#Cc4ccc(F)cc4)cc3)[C@@H]2C1	11.9
94	CCCCN(C(=O)CSc1nc(CCC)cc(=O)[nH]1)c1c(N)n(Cc2ccccc2)c(=O)[nH]c1=O	3.6
95	COc1ccc(CCN=C(C)C2=C(O)C(c3ccccc3)OC2=O)cc1OC (stereo unspecified)	-2.0
96	Cn1c(SCc2ccccc2)nnc1-c1cccs1	-55.4
97	CCN(CC)C(=O)c1cc2cc([N+](=O)[O-])ccc2s1	-4.0
98	COc1ccccc1OCC(=O)NC1CCCCCCC1	-27.9
99	COc1ccc2c3c([nH]c2c1)[C@@H](CO)N(Cc1ccccn1)CC31CCN(C(C)=O)CC1	-10.4[25 µM]
100	OC(COCCOc1ccc(Br)cc1)CN1CCCCC1 (stereo unspecified)	8.1
101	O=C(COc1cccnc1[N+](=O)[O-])NCCc1ccc(F)cc1	6.8
102	Cc1nn(CC(=O)N(C)C2CCC(C)CC2)c(C)c1S(=O)(=O)N(C)C (stereo unspecified)	-1.1
103	Cc1ccc2c(c1)C(O)(CC(=O)/C=C/C=C/c1ccccc1)C(=O)N2 (stereo unspecified)	?
104	CO[C@@H]1CN(C)C(=O)c2ccc(NC(C)=O)cc2OC[C@H](C)N(C(=O)c2cnccn2)C[C@H]1C	0.7[25 µM]
105	COCC(=O)N1CC[C@H]2[C@H](CO)Nc3ccc(-c4cccc(C#N)c4)cc3[C@H]21	-5.8[25 µM]
106	O=C(NCC(=O)N1CCN(c2ccccc2F)CC1)c1ccc(Br)o1	-6.7
107	CCOC(=O)C(CC)(CCC(=O)O)c1csc(N)n1 (stereo unspecified)	8.8
108	O=C1CCC(=O)N[C@@H](c2ccc3c(c2)OCO3)C/C=C\CCN1	-4.2[25 µM]
109	COc1ccc(OCCNC(=O)c2ccccc2OCC(=O)N2CCCCC2)cc1	3.9
110	C/C=C/c1ccc2c(c1)O[C@H](CN(C)C(=O)Nc1cccc(F)c1)[C@H](C)CN([C@@H](C)CO)S2(=O)=O	0.6[25 µM]
111	CC(=O)c1coc2ccc(OCCN3CCCCC3)cc12	-0.1
112	Cc1ccc2nc(NC(=O)CCn3cccc3)sc2c1	-19.5
113	Cc1nn(Cc2ccccc2Cl)c(C)c1C(=O)NCC(c1cccs1)N1CCOCC1 (stereo unspecified)	-22.2
114	COc1ccccc1C(=O)Nc1cccc(C(=O)c2ccccc2)c1	-24.0
115	O=C(Nc1ccccn1)C1CCN(S(=O)(=O)c2cccs2)CC1	13.7
116	Cc1noc(C)c1C(=O)Nc1ccc(-c2nnc3n2CCCCC3)cc1	1.6
117	CCC(C)N(C(=O)COc1ccc(Cl)c2cccnc12)C1CCS(=O)(=O)C1 (stereo unspecified)	4.0
118	CCC(=O)N1c2ccc(S(=O)(=O)N3CCCC3)cc2CC1C (stereo unspecified)	6.0
119	CCOC(=O)C1(CCc2ccccc2)CCN(C(=O)[C@@H]2C[C@@H](C)NC(=S)N2)CC1	-11.4
120	Cc1cccc(OCC(=O)Nc2ccc(N3CCN(C(=O)c4ccccc4)CC3)cc2)c1	9.0
121	O=C(Nc1cccc(Cl)c1)N1C[C@H]2[C@@H](c3ccccc31)[C@@H](CO)N2C(=O)c1ccncc1	10.8[25 µM]
